Bioassay records from PubChem.
TAG inh: triacylglycerol accumulation inhibition | H9c2 cells, Nile Red lipid (TAG) fluorescence; cells loaded with 200 µM oleic acid | inhibition, % at 12.5 µM | actives 0.66% (n = 230,000) | AID 651582;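 active = pattern-corrected inhibition of lipid staining of at least 50% with the nuclear-stain viability signal not falling by more than 50%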;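 also: 0% = DMSO wells and 100% = triacsin C control wells; some results filed as inactive read as strong as hits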
TAG inh DAPI viability: also measured in TAG inh; calls as there; DAPI nuclei signal change (viability), lower = more cytotoxic, %;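 whole-well DAPI fluorescence read on a plate reader as a viability signal; minus 50 percent equals half of cells still viable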
Starred values were filed as active, the others as inactive.

For O=C(COC(=O)/C=C/c1ccc(Cl)cc1)Nc1cccc(S(=O)(=O)NC2=NCCCCC2)c1 the results were TAG inh 4.1 and TAG inh DAPI viability -4.3.
Screening CCCCN(C(=O)c1ccc([N+](=O)[O-])o1)c1c(N)n(CC(C)C)c(=O)[nH]c1=O returned TAG inh 10.9 and TAG inh DAPI viability -0.8.
Screening c1cc(-c2cc3nc(NCC4CC4)ccn3n2)ccc1OCCN1CCOCC1 returned TAG inh 15.3 and TAG inh DAPI viability 19.0.
For O=C(CNC(=O)Cc1ccccc1)NCC(=O)N1CCN(C(c2ccccc2)c2ccccc2)CC1 the results were TAG inh 6.2 and TAG inh DAPI viability 1.4.
Screening COc1ccc2nc(SCC(=O)Nc3ccccc3C#N)[nH]c2c1 returned TAG inh -20.0 and TAG inh DAPI viability 11.4.
Screening CS(=O)(=O)N(CCC#N)Cc1ccco1 returned TAG inh 19.3 and TAG inh DAPI viability -4.3.
COc1ccc(-c2nc(=S)[nH][nH]2)cc1OC was read as TAG inh -1.2 and TAG inh DAPI viability -5.6.
`O=[N+]([O-])/C=C\c1ccc(N2CCCC2)c(F)c1` gave TAG inh 6.6 and TAG inh DAPI viability -7.6.
O=c1c([N+](=O)[O-])cccn1Cc1cccc(Cl)c1 was read as TAG inh -8.3 and TAG inh DAPI viability -5.4.
Fc1ccc(CSc2ccc3nnc(-c4cccnc4)n3n2)cc1 was read as TAG inh 14.8 and TAG inh DAPI viability -1.2.
Screening O=C(COC(=O)CN1C(=O)NC2(CCCCC2)C1=O)Nc1cc(F)ccc1F returned TAG inh 16.9 and TAG inh DAPI viability 4.3.
CCNC(=O)C1CCCN(C(=O)c2cccc(C#N)c2)CC1 (stereo not drawn) was read as TAG inh 2.6 and TAG inh DAPI viability -5.9.
Screening O=C(NC1CCCC1)C(c1ccccc1)N(Cc1cccnc1)C(=O)Cc1cccs1 (stereo not drawn) returned TAG inh -5.1 and TAG inh DAPI viability 2.7.
O=C(/C=N/O)NCC1CCNCC1 was read as TAG inh 6.2 and TAG inh DAPI viability 3.0.
Screening COc1cc(NC(=O)C(C)C)ccc1NC(=O)c1cc2ccccc2o1 returned TAG inh -1.6 and TAG inh DAPI viability 2.8.
CC(C)N(C(=O)[C@H]1CC(CC(=O)NCCC2=CCCCC2)C(=O)N2CCc3c([nH]c4ccccc34)[C@]12C)C(C)C (stereo partly drawn) was read as TAG inh 31.6 and TAG inh DAPI viability -4.6.
For COc1cccc(C(C)(O)c2nc(-c3cccc(C(C)C)c3)cs2)c1 (stereo not drawn) the results were TAG inh -14.4 and TAG inh DAPI viability 13.5.
O=C(NC(=S)Nc1cccnc1)c1cccs1 was read as TAG inh -27.6 and TAG inh DAPI viability -6.3.
COc1c(C)cc(C(=O)C2CCCN(Cc3cnc(N4CCOCC4)s3)C2)cc1C (stereo not drawn) was read as TAG inh 2.0 and TAG inh DAPI viability 3.3.
For C/C(=C\C(=O)c1ccncc1)Nc1ccccc1O the results were TAG inh -1.2 and TAG inh DAPI viability -11.9.
`CC(=O)NC(CC(=O)Nc1cccc(S(=O)(=O)N2CCCC2)c1)c1ccccc1` (stereo not drawn) gave TAG inh -17.5 and TAG inh DAPI viability -1.0.
Screening Cc1cc(Cl)ccc1-c1nc(NCc2ccccc2)nc2ccsc12 returned TAG inh -25.1 and TAG inh DAPI viability 31.9.
CC1OC(Nc2ccc(OC(F)(F)F)cc2)C(O)C(O)C1O (stereo not drawn) was read as TAG inh 16.1 and TAG inh DAPI viability -8.5.
`O=C1CSC(c2ccccn2)N1c1ccc(Cl)c(Cl)c1` (stereo not drawn) gave TAG inh 1.6 and TAG inh DAPI viability 0.8.
`CCN(CC(=O)Nc1ccc(OC)cc1)C(=O)c1ccccc1Sc1ccccc1C#N` gave TAG inh -0.1 and TAG inh DAPI viability -4.6.
`O=C(O)c1ccc(-n2c(=O)c3ccccc3c3ccccc3c2=O)cc1` gave TAG inh -1.1 and TAG inh DAPI viability 13.3.
COc1cccc(/C=N/NC(=O)c2cnn(-c3ccccc3)c2N)c1 was read as TAG inh -22.1 and TAG inh DAPI viability 2.4.
Cc1nc(C)n(C(C)CNC(=O)c2ccco2)n1 (stereo not drawn) was read as TAG inh 10.7 and TAG inh DAPI viability -2.9.
Oc1ccc(N2CCN(C(c3cccs3)c3nnnn3CCc3ccccc3)CC2)cc1 (stereo not drawn) was read as TAG inh -10.2 and TAG inh DAPI viability -3.4.
NC(=O)c1ccc(NC(=O)COC(=O)c2cc([N+](=O)[O-])ccc2N2CCOCC2)cc1 was read as TAG inh 13.5 and TAG inh DAPI viability -3.2.

Continued; it opens with the two that closed the last part.
Oc1ccc(N2CCN(C(c3cccs3)c3nnnn3CCc3ccccc3)CC2)cc1 (stereo not drawn) was read as TAG inh -10.2 and TAG inh DAPI viability -3.4.
NC(=O)c1ccc(NC(=O)COC(=O)c2cc([N+](=O)[O-])ccc2N2CCOCC2)cc1 was read as TAG inh 13.5 and TAG inh DAPI viability -3.2.
Screening O=C(NCCn1c(C(F)(F)F)nc2ccccc21)[C@H]1CCCN1c1nc(CN2CCCCC2)cs1 returned TAG inh 3.6 and TAG inh DAPI viability 4.9.
For C#CCOCCOCCOCCNc1nc(N2CCOCC2)nc(N2CCN(C(=O)Cn3cc(CC(C)O)nn3)CC2)n1 (stereo not drawn) the results were TAG inh 18.3 and TAG inh DAPI viability -8.3.
`COc1cccc(OC)c1C(=O)NC(=O)Oc1c(F)cccc1F` gave TAG inh 1.1 and TAG inh DAPI viability 1.9.
OCCC1CN(Cc2nc(-c3ccccc3)cs2)CCN1CCc1ccccc1 (stereo not drawn) was read as TAG inh 0.0 and TAG inh DAPI viability 9.8.
`O=C1C=C(c2ccccc2)CC(c2cccs2)C1n1cnc([N+](=O)[O-])c1` (stereo not drawn) gave TAG inh -1.9 and TAG inh DAPI viability 7.6.
For COc1ccccc1C(=O)COC(=O)c1cccs1 the results were TAG inh -22.3 and TAG inh DAPI viability 2.7.
Screening Cc1ccc(C23CC4CC(CC(C(=O)NN)(C4)C2)C3)cc1 returned TAG inh -14.5 and TAG inh DAPI viability -8.3.
Screening COc1ncccc1C(=O)N1CCCC(N2CCN(c3ccc(F)cc3)CC2)C1 (stereo not drawn) returned TAG inh 0.7 and TAG inh DAPI viability 0.4.
`COc1cc(/C=N/NC(=O)c2ccccc2NS(=O)(=O)c2cccs2)ccc1O` gave TAG inh 14.5 and TAG inh DAPI viability -3.7.
COc1cc(OC)cc(C(=O)OCC(=O)NC2CCCCCC2)c1 was read as TAG inh -10.3 and TAG inh DAPI viability 12.0.
For COc1ccc(NC(=O)CNc2cc(S(=O)(=O)N3CCOCC3)ccc2N2CCOCC2)c(OC)c1 the results were TAG inh -15.8 and TAG inh DAPI viability 15.7.
Screening CNc1ccccc1C(=O)OCC(=O)c1ccc(F)cc1 returned TAG inh -1.9 and TAG inh DAPI viability 115.0.
`O=S(=O)(c1ccccc1)[C@@]1(c2ccc(Br)cc2)C[C@@H]2ON=C(c3cccc(Br)c3)[C@@H]2C1` gave TAG inh -8.4 and TAG inh DAPI viability 4.1.
`CC(C)n1ncc2c(C(=O)Nc3cccc(C#N)c3)cc(C3CC3)nc21` gave TAG inh 13.6 and TAG inh DAPI viability -1.4.
Screening CC(C)c1ccc(/C=C/C(=O)NNC(=O)c2cccnc2)cc1 returned TAG inh -3.7 and TAG inh DAPI viability -6.6.
For COc1ccccc1CCNC(=O)CCn1c(=O)oc2ccccc21 the results were TAG inh -16.3 and TAG inh DAPI viability 0.9.
`CCOC(=O)c1ccccc1NC(=S)N1CC(C)CC(C)C1` (stereo not drawn) gave TAG inh -2.8 and TAG inh DAPI viability -6.4.
CC(C)(C)N=C1NN=C(c2ccc(S(=O)(=O)N3CCCCC3)cc2)CS1 was read as TAG inh 19.8 and TAG inh DAPI viability -5.1.
`O=C(CN1CCc2ccccc21)Nc1ccc2c(c1)OCCCO2` gave TAG inh 3.9 and TAG inh DAPI viability -0.7.
`COC(=O)CCC(=O)OC1(C)C(=O)C2=CN(Cc3ccc(OC)cc3)C(c3ccc(OC)cc3)=CC2=C(Br)C1=O` (stereo not drawn) gave TAG inh -0.3 and TAG inh DAPI viability -1.8.
Screening Cc1cccc(-c2ccc(C=Nc3c(C)n(C)n(-c4ccccc4)c3=O)o2)c1 returned TAG inh -32.2 and TAG inh DAPI viability -1.9.
CC(C)(C)c1ccc(S(=O)(=O)n2c(CN3CCOCC3)nc3ccccc32)cc1 was read as TAG inh -11.4 and TAG inh DAPI viability 2.3.
CCOC(=O)C1=C(C(=O)OCC)N(CC)CCC1=O was read as TAG inh 10.0 and TAG inh DAPI viability -14.2.
For COC(=O)c1c(NC(=O)CCCC(=O)O)sc(C)c1C the results were TAG inh 9.0 and TAG inh DAPI viability -9.5.
COc1ccc(S(=O)(=O)N2CCN(C(=O)c3ccc4ccccc4n3)CC2)cc1 was read as TAG inh 13.3 and TAG inh DAPI viability -11.2.
For COc1cccc(C(c2sc3nc(C)nn3c2O)N2CCN(c3ccccc3F)CC2)c1 (stereo not drawn) the results were TAG inh 8.7 and TAG inh DAPI viability -4.4.
For CCc1noc(C)c1C(=O)N1CCN(S(=O)(=O)c2cc(C)ccc2C)CC1 the results were TAG inh 10.6 and TAG inh DAPI viability -10.5.
Screening COc1ccc(N2C(=O)CC(N3CCN(C4CCc5ccccc5C4)CC3)C2=O)cc1 (stereo not drawn) returned TAG inh 7.3 and TAG inh DAPI viability 1.2.
For CC(OC(=O)C1=NN(c2ccccc2)C(=O)CC1)C(=O)NC1CCCCC1C (stereo not drawn) the results were TAG inh -5.7 and TAG inh DAPI viability 3.1.
O=C(NC1CC1)C1=C[C@@H](c2ccc3c(c2)OCO3)C[C@@H](OCCCCO)O1 was read as TAG inh -27.7 and TAG inh DAPI viability -1.4.
Screening CCOC(=O)CNC(=O)c1sc(NC(=O)/C=C/c2ccccc2)nc1C returned TAG inh 3.2 and TAG inh DAPI viability 11.0.
CCOc1cc(/C=C2\C(=O)N(c3ccc(C(N)=O)cc3)N=C2C)ccc1OC(=O)c1cccs1 was read as TAG inh 7.6 and TAG inh DAPI viability -7.2.
For CC(C)CN(C(=O)C1CCC1)c1c(N)n(Cc2ccccc2)c(=O)[nH]c1=O the results were TAG inh -2.1 and TAG inh DAPI viability -2.1.
`COC(=O)[C@]1(Cc2ccccc2)N[C@H](CN(C)C(=O)c2ccccc2)[C@@H]2C(=O)N(Cc3ccccc3)C(=O)[C@@H]21` gave TAG inh 0.6 and TAG inh DAPI viability -11.0.
C[C@]12c3[nH]c4ccccc4c3CCN1C(=O)C(CC(=O)NCCc1ccccn1)C[C@@H]2C(=O)N1CCOCC1 (stereo partly drawn) was read as TAG inh -1.9 and TAG inh DAPI viability -3.3.
For CC(Sc1ccccc1)C(=O)N(CCC#N)Cc1cccnc1 (stereo not drawn) the results were TAG inh -5.6 and TAG inh DAPI viability -1.0.
Screening OC(c1nnc(-c2ccccc2)o1)c1cccs1 (stereo not drawn) returned TAG inh 2.3 and TAG inh DAPI viability 4.8.
`Cc1ccc(/C=N/c2sc3c(c2C(N)=O)CCCC3)o1` gave TAG inh 13.8 and TAG inh DAPI viability -13.0.
COc1ccc(COC(=O)CN2C(=O)NC3(CC(C)CC(C)(C)C3)C2=O)cc1F (stereo not drawn) was read as TAG inh -16.0 and TAG inh DAPI viability 4.4.

Gathered by group: the compounds so far containing a thiophene ring, fused or not (11)
Screening O=C(NC1CCCC1)C(c1ccccc1)N(Cc1cccnc1)C(=O)Cc1cccs1 (stereo not drawn) returned TAG inh -5.1 and TAG inh DAPI viability 2.7.
O=C(NC(=S)Nc1cccnc1)c1cccs1 was read as TAG inh -27.6 and TAG inh DAPI viability -6.3.
Screening Cc1cc(Cl)ccc1-c1nc(NCc2ccccc2)nc2ccsc12 returned TAG inh -25.1 and TAG inh DAPI viability 31.9.
Oc1ccc(N2CCN(C(c3cccs3)c3nnnn3CCc3ccccc3)CC2)cc1 (stereo not drawn) was read as TAG inh -10.2 and TAG inh DAPI viability -3.4.
`O=C1C=C(c2ccccc2)CC(c2cccs2)C1n1cnc([N+](=O)[O-])c1` (stereo not drawn) gave TAG inh -1.9 and TAG inh DAPI viability 7.6.
For COc1ccccc1C(=O)COC(=O)c1cccs1 the results were TAG inh -22.3 and TAG inh DAPI viability 2.7.
`COc1cc(/C=N/NC(=O)c2ccccc2NS(=O)(=O)c2cccs2)ccc1O` gave TAG inh 14.5 and TAG inh DAPI viability -3.7.
For COC(=O)c1c(NC(=O)CCCC(=O)O)sc(C)c1C the results were TAG inh 9.0 and TAG inh DAPI viability -9.5.
CCOc1cc(/C=C2\C(=O)N(c3ccc(C(N)=O)cc3)N=C2C)ccc1OC(=O)c1cccs1 was read as TAG inh 7.6 and TAG inh DAPI viability -7.2.
Screening OC(c1nnc(-c2ccccc2)o1)c1cccs1 (stereo not drawn) returned TAG inh 2.3 and TAG inh DAPI viability 4.8.
`Cc1ccc(/C=N/c2sc3c(c2C(N)=O)CCCC3)o1` gave TAG inh 13.8 and TAG inh DAPI viability -13.0.

This is a subset; count on the stated rates, not on these rows.
